Source: PubChem
Pin1 inh: human Pin1 inhibition | Pin1 FP peptide displacement, HiFluor488, 10 min | Potency, µM (highest dose often 115 µM), for the others: at the top dose activity, negative = inhibition, most hits filed as inhibitors | actives 0.009% (n = 390,000) | AID 504891; active means well fitted inhibition curve with a large enough effect in the polarisation, with a control signal flat, not every such curve was filed as active; inconclusive means small, poorly fitted or top-dose-only effect, or effect the other way, or a change in a side signal; inactive means no such curve, though single readings can be large or run the other way; the % refers to the polarisation; further: on the % scale 0 is the no-effect control and ±100 the full control effect
Target sequence (Q13526 whole entry, looked up): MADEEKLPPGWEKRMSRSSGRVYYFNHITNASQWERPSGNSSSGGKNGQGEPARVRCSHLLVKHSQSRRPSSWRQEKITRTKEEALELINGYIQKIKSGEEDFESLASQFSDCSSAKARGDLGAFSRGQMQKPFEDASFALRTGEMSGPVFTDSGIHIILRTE
Tb PGK inh: T. brucei PGK inhibition | actives 0.043% (n = 380,000) | Potency, µM (highest dose often 57.5 µM), inactives show top-dose activity change, negative = inhibition, actives largely listed as inhibitors | PGK/GAPDH coupled, Kinase-Glo luminescence, 60 min | AID 602233; further: on the % scale 0 is the no-effect control and ±100 the full control effect; nearly all actives have a fitted effect of over 60% in size
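Luminescent ATP detection (Kinase-Glo Plus) follows a 60-minute room-temperature incubation, with wells lacking PGK as controls. Buffer: 100 mM TEA (pH 7.6), 5 mM MgCl2, 0.01% Tween-20. Coupling enzyme GAPDH (100 nM final) supplies unstable 1,3-BPG in-well.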
POLI inh: DNA polymerase iota (human) inhibition; Q9UNA4; Pol iota fluorescent replication assay, 10 min; Potency, µM (series often up to 115 µM), inactives show at the top dose activity, negative = inhibition, most hits filed as inhibitors; actives 1% (n = 390,000)
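Pol iota at 10 nM preincubated 15 min with compounds at room temperature; reaction started with fluorescent substrate, 50 nM final. Fluorescence read kinetically at 0 and 10 min; buffer-only wells as negative control.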
GLS inh: inhibitors of human glutaminase (GLS) | AID 624170 | Potency, µM (top dose mostly 45.5 µM), for the others: top-dose activity change, negative = inhibition, actives largely listed as inhibitors | actives 0.21% (n = 410,000) | GLS enzymatic activity, qHTS titration; further: on the % scale 0 is the no-effect control and ±100 the full control effect
Target sequence (O94925 whole entry, looked up): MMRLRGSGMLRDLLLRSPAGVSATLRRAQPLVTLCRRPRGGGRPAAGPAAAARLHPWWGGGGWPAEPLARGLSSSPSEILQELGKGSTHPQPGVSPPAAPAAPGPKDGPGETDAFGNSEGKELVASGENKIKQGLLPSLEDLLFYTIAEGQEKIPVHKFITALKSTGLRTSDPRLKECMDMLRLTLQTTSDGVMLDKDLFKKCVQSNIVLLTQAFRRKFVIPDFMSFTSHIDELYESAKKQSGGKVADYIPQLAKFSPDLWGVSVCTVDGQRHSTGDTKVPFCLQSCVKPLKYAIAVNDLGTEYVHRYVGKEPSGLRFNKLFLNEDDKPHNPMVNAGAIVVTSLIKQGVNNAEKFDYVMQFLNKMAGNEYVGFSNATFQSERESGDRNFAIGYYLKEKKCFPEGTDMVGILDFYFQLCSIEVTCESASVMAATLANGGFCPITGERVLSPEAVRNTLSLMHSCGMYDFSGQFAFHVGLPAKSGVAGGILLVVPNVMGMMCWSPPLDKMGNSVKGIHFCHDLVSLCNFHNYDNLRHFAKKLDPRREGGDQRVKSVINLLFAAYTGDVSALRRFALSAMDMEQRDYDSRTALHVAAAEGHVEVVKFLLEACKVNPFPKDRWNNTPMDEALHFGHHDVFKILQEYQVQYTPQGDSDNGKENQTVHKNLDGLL
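Compounds were pin-transferred onto hKGA, after which L-glutamine (1 mM solution) and a detection mix of glutamate oxidase, HRP and Amplex Red were added. Initial and 30 min RT fluorescence reads were collected.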
HP1b binding inh: HP1-beta chromodomain-methylated histone interaction inhibition. AlphaScreen HP1-beta / biotin-H3K9me3 peptide binding. Potency, µM (highest dose often 114 µM), without a hit: top-dose activity change, negative = inhibition, actives largely listed as inhibitors. P83916. actives 0.56% (n = 390,000); further: nearly all actives have a fitted effect of over 70% in size; inactives centre near 23
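HP1-beta protein (50 nM final) preincubated 30 min at room temperature with biotinylated H3(1-18)K9me3 peptide (50 nM) in PBS pH 7.4, 0.01% Tween-20, then compound added for 30 min. AlphaScreen streptavidin donor/nickel chelate acceptor beads (10 ug/mL final), 30 min dark, luminescence read.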
JMJD2A Tudor: inhibitors of human JMJD2A Tudor domain; O75164; AlphaScreen JMJD2A-Tudor / H3K4me3 peptide binding; Potency, µM (titrated, usually from 114 µM), for inactives: at the top dose activity change, negative = inhibition, most hits filed as inhibitors; actives 4.4% (n = 390,000); AID 504339; further: on the % scale 0 is the no-effect control and ±100 the full control effect; nearly all actives have a fitted effect of over 50% in size
BAZ2B inh: blocks human BAZ2B; Q9UIF8; AlphaScreen BAZ2B-H3K14Ac peptide displacement; Potency, µM (highest dose often 114 µM), without a hit: top-dose activity change, negative = inhibition, most hits filed as inhibitors; actives 4.4% (n = 360,000); AID 504333; further: on the % scale 0 is the no-effect control and ±100 the full control effect; nearly all actives have a fitted effect of over 60% in size
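Inhibition is scored as reduced AlphaScreen emission. The BAZ2B/b-H3(5-23)K14Ac complex (50 nM each) in PBS pH 7.4, 0.01% Tween-20 meets compound (up to 110 uM) for 30 min at RT before bead addition.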
G9a block: blocks human histone lysine methyltransferase G9a; actives 8.8% (n = 350,000); Potency, µM (doses to about 102 µM), for the others: at the highest dose activity, negative = inhibition, actives largely listed as inhibitors; G9a H3K9 monomethylation, AlphaScreen, 2 h; AID 504332; further: on the % scale 0 is the no-effect control and ±100 the full control effect; nearly all actives have a fitted effect of over 75% in size
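Chemiluminescent proximity detection of H3K9 monomethylation, read after 10 min bead incubation in the dark. Reaction: 20 nM G9a, 500 nM biotin-H3K9 peptide, 20 uM SAM cofactor, 2 h, room temperature, following 15 min enzyme-compound preincubation.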
BLM inh: inhibitors of human Bloom syndrome helicase BLM. Potency, µM (highest dose often 56.1 µM), for the others: top-dose activity change, negative = inhibition, actives largely listed as inhibitors. recombinant BLM DNA unwinding, fluorescence dequenching. actives 0.2% (n = 350,000);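 further: plate controls were vehicle for no effect and no enzyme for full effect; nearly all actives have a fitted effect of over 35% in size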
Active calls of the source: *; i = inactive; ? = inconclusive; / = not tested or not shown; [ ] = another dose, or the depositor's remark. Unless noted, the call rests on the fitted dose curve; in most records, active means well fitted curve in the direction sought with a large enough effect; inconclusive means small, poorly fitted or top-dose-only effect, or another doubt; inactive means no such curve, though single readings can be large; an effect the other way counts as inactive or inconclusive. Potency means the concentration at half of the fitted maximal effect.

SMILES | Pin1 inh | Tb PGK inh | POLI inh | GLS inh | HP1b binding inh | JMJD2A Tudor | BAZ2B inh | G9a block | BLM inh
CC(O)CC(C(=O)NNc1ccccc1)C(=O)NNc1ccccc1 (centres undefined) | 0.1% | -7.1% | 14.1% | -11.3% | 50.7%[activator] | -16.7% | -14.6% | 3.16µM* | -0.6%
O=C(CSc1nc2ccccc2s1)NNC(=O)Nc1ccc(Cl)c(Cl)c1 | 8.2% | 8.6% | ? | -3.8% | 35.6% | -16.7% | 10.1% | 6.8%[59 µM] | -2.8%
C=CCNc1nc(C(=O)OCC(=O)Nc2cccc(SC)c2)cs1 | 9.0% | -10.5% | 4.6% | -5.7% | 1.5% | ? | 79.4µM* | 56.2µM* | /
COc1cccc(C2(O)CCN(C(=O)C3CC3)CC2)c1 | -7.1% | i | 10.4% | 15.1% | 28.7% | 6.6% | 7.4% | -28.2%[59 µM] | -2.0%
O=C(c1ccc2c3n(nc2c1)-c1ccccc1CO3)N1CCOCC1 | -1.9% | ? | 25.8% | 4.4% | 39.0% | -6.3% | -0.9% | ? | 1.6%
O=C(Nc1nccs1)C1C2/C=C\CCCCC21 (centres undefined) | 5.8% | -1.7% | 0.2% | 1.3% | 28.0% | -7.8% | 8.2% | 6.7%[12.7 µM] | -1.0%
Cc1ccc(Cl)cc1N1CCN(C(=O)CSc2cc(=O)n(C)c3ccccc23)CC1 | 12.6% | 0.3% | -5.1% | 12.6% | 16.3% | ? | / | -38.2%[59 µM] | -6.7%
O=[N+]([O-])c1ccc(N2CCCC2)cc1NC(c1ccccc1)c1ccccc1 | 1.0% | -7.2% | 18.1% | 9.5% | -31.5% | ? | ? | ? | -1.8%
CC(SC1=NCCN1S(C)(=O)=O)c1ccccc1 (centres undefined) | -14.8% | i | -16.3% | -6.1% | 14.3%[57 µM] | 5.9% | 3.4% | 47.1%[activator] | 1.5%
C/C(=N\NC(=O)c1nnn(-c2nonc2N)c1CN1CCCCC1)c1ccccc1O | -11.9% | -2.0% | 22.6% | ? | 20.8% | ? | 44.7µM* | 11.4% | -5.5%
COc1ccc(C(=O)O)cc1Nc1cc(C)nc2ncnn12 | -0.7% | -1.7% | 19.4% | 1.5% | 72.9%[activator] | -5.5% | 0.3% | ? | 2.0%
COc1ccccc1N(CC(=O)Nc1ccc(S(=O)(=O)N2CCOCC2)cc1)S(C)(=O)=O | 3.0% | -3.6% | 99.9%[activator] | -12.4% | 13.3% | -2.5% | -7.0% | 16.5% | -0.1%
CCOc1ccc(N(CC(=O)NCCSCc2ccc(Cl)cc2)S(C)(=O)=O)cc1 | -5.0% | -6.6% | -7.3% | 1.4% | 31.8% | -8.0% | 3.7% | / | -1.8%
CN(CC(=O)Nc1ccccc1Cl)C(=O)COC(=O)Cc1c(F)cccc1Cl | 1.3% | -0.6% | -6.7% | 1.3% | 19.5% | -8.5% | -8.3% | / | -22.1%
Cc1cnc(SCc2cnc(C)nc2N)nc1 | -3.7% | -8.3% | 33.1%[activator] | -4.8% | 34.1% | -9.2% | -2.7% | / | -4.6%

Two entries from above, set out differently:
CC(SC1=NCCN1S(C)(=O)=O)c1ccccc1 (centres undefined)
  Pin1 inh = -14.8%; Tb PGK inh = i; POLI inh = -16.3%; GLS inh = -6.1%; HP1b binding inh = 14.3%[57 µM]; JMJD2A Tudor = 5.9%; BAZ2B inh = 3.4%; G9a block = 47.1%[activator]; BLM inh = 1.5%
C/C(=N\NC(=O)c1nnn(-c2nonc2N)c1CN1CCCCC1)c1ccccc1O
  Pin1 inh = -11.9%; Tb PGK inh = -2.0%; POLI inh = 22.6%; GLS inh = ?; HP1b binding inh = 20.8%; JMJD2A Tudor = ?; BAZ2B inh = 44.7µM*; G9a block = 11.4%; BLM inh = -5.5%

The main list resumes with the 6 entries that preceded the break.
SMILES | Pin1 inh | Tb PGK inh | POLI inh | GLS inh | HP1b binding inh | JMJD2A Tudor | BAZ2B inh | G9a block | BLM inh
C/C(=N\NC(=O)c1nnn(-c2nonc2N)c1CN1CCCCC1)c1ccccc1O | -11.9% | -2.0% | 22.6% | ? | 20.8% | ? | 44.7µM* | 11.4% | -5.5%
COc1ccc(C(=O)O)cc1Nc1cc(C)nc2ncnn12 | -0.7% | -1.7% | 19.4% | 1.5% | 72.9%[activator] | -5.5% | 0.3% | ? | 2.0%
COc1ccccc1N(CC(=O)Nc1ccc(S(=O)(=O)N2CCOCC2)cc1)S(C)(=O)=O | 3.0% | -3.6% | 99.9%[activator] | -12.4% | 13.3% | -2.5% | -7.0% | 16.5% | -0.1%
CCOc1ccc(N(CC(=O)NCCSCc2ccc(Cl)cc2)S(C)(=O)=O)cc1 | -5.0% | -6.6% | -7.3% | 1.4% | 31.8% | -8.0% | 3.7% | / | -1.8%
CN(CC(=O)Nc1ccccc1Cl)C(=O)COC(=O)Cc1c(F)cccc1Cl | 1.3% | -0.6% | -6.7% | 1.3% | 19.5% | -8.5% | -8.3% | / | -22.1%
Cc1cnc(SCc2cnc(C)nc2N)nc1 | -3.7% | -8.3% | 33.1%[activator] | -4.8% | 34.1% | -9.2% | -2.7% | / | -4.6%
COc1cccc(OCc2cc(C(=O)N(C)C3CC(C)(C)NC(C)(C)C3)no2)c1 | -4.9% | -1.1% | 5.3% | -1.1% | 26.8% | -9.0% | -6.1% | 12.3%[0.0925 µM] | 1.8%
CCc1cccc(NS(=O)(=O)c2ccc3c(c2)n(C)c(=O)n3C)c1 | -8.2% | -5.6% | 41.9%[activator] | -17.2% | 10.1% | -8.1% | -27.6% | 13.3% | -1.8%
CCOc1cc(/C=N/NC(N)=O)cc(Br)c1OCC(=O)Nc1ccccc1C | ? | 4.0% | 6.7% | -1.5% | 42.3% | -23.2% | 8.6% | 11.4% | -2.9%
COc1cccc(CCNC(=O)CCc2nnc(-c3ccc4c(c3)OCO4)o2)c1 | -0.2% | 2.9% | 24.4% | 3.9% | 26.0% | -4.9% | -16.8% | 5.9% | 3.5%
CCc1cccc(C)c1NC(=O)CCOc1ccccc1 | -1.8% | 6.2% | 104.1%[activator] | 5.2% | 18.0% | 9.2% | -2.7% | -0.1% | 0.2%
COCc1ccc(CN2CCC(C(=O)Nc3cccc(-c4cccc(Cl)c4)c3)CC2)o1 | 36.9%[activator] | -18.0% | ? | 14.4% | -21.4% | ? | ? | ? | 3.4%
CC(C)c1ccc(NS(=O)(=O)c2ccc3[nH]cc(C(=O)NCCc4ccccc4)c(=O)c3c2)cc1 | 25.8% | i | -13.2% | -2.9% | 12.9% | -10.3% | 5.0% | -4.5%[59 µM] | 3.4%
O=C(O)/C=C/c1cccc(NC(=O)c2ccccc2)c1 | -0.2% | -2.9% | 22.0% | 0.4% | 27.8% | -7.4% | -14.1% | -0.8% | 1.4%
NC(=O)Cn1c(=O)n(CCCC(=O)NC2CCN(Cc3ccccc3)CC2)c(=O)c2ccccc21 | -8.5% | -4.1% | 9.4% | -5.7% | 21.4% | -15.6% | 6.7% | 15.2% | 3.1%
CSc1ccc(C2(O)Cc3cccc[n+]3C2c2ccccc2)cc1 (centres undefined) | 2.6% | -2.0% | 77.8%[activator] | -3.5% | 31.7% | -21.5% | -11.8% | -4.9% | 1.3%

These rows are one share of the data (hit frequency here may not be typical).
